# APJ antagonist: blocks the human apelin receptor APJ; P35414; CHO-K1 APJ beta-arrestin complementation, luminescence; inhibition, % at 20 µM; 0.32% of 330,000 active; AID 2521;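 active = inhibition above about 40% at 20 µM, limit read from the data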;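 also: cells challenged with 10 nM apelin-13 agonist together with compound; plate controls were apelin-13 plus DMSO wells for no effect and DMSO wells lacking apelin-13 for full effect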
# Jurkat NFkB inh: lowers PMA/ionomycin-induced NF-kB signal in Jurkat cells. PMA/ionomycin-induced NF-kB luciferase reporter, luminescence. inhibition, % at 4 µM. 0.53% of 330,000 active. AID 435003; in the data active = inhibition above about 50%
# Gli-Sufu block: Gli-Sufu pathway antagonism; Sufu-KO-LIGHT fibroblasts, Gli luciferase reporter luminescence; inhibition, % at 5 µM; 0.74% of 340,000 active;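 active = inhibition above about 55%, limit read from the data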;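 also: 0% = DMSO-treated cells and 100% = wells with medium but no cells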
# 697 NFkB inh: inhibitors of the PMA/ionomycin-induced NF-kB reporter in 697 B cells; 697 B-cell NF-kB luciferase reporter, 16 h; inhibition, % at 4 µM; 0.33% of 330,000 active; in the data active = inhibition above about 35%
# CCR6 antag: antagonists of human CCR6 receptor; CHO-K1 CCR6 PathHunter beta-arrestin, luminescence, CCL20-stimulated; inhibition, % at 20 µM; 0.49% of 340,000 active; AID 493098;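 active = compounds whose inhibition of the agonist-driven luminescence signal at 20 µM reaches about 50%, limit read from the data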;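 also: cells stimulated with CCL20 at 14 nM final; plate controls were DMSO with CCL20 for no effect and DMSO without agonist for full effect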
# Target sequence (P51684 whole entry, looked up): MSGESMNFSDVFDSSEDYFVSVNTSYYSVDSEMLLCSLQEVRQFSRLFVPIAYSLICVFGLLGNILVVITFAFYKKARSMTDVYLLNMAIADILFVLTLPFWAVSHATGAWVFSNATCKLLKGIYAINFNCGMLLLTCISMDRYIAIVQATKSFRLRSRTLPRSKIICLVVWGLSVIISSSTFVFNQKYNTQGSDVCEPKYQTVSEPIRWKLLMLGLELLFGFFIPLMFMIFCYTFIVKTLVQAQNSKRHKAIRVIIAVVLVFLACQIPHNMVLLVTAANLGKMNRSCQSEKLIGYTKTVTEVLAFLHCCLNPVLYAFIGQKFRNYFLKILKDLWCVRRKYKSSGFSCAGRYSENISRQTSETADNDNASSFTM
# UBC13 inh: inhibitors of human UBC13 polyubiquitin chain formation. P61088. TR-FRET. inhibition, % at 20 µM. 0.47% of 330,000 active; in the data active = inhibition above about 45%, passing the limit was not always enough
# Target sequence (P61088 whole entry, looked up): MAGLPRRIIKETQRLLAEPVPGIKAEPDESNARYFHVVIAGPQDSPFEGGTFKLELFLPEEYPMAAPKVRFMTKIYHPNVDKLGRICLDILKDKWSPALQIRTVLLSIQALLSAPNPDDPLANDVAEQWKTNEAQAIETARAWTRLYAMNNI
# EBI2 block: antagonists of human EBI2 receptor | P32249 | EBI2 beta-arrestin recruitment, luminescence, 7a,25-OHC stimulated | inhibition, % at 5 µM | 0.81% of 360,000 active; in the data active = inhibition above about 38%;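 also: enzyme fragment complementation signal reports receptor beta-arrestin coupling in cells; 0% = agonist plus DMSO wells and 100% = wells without agonist; some results beyond the cut were filed as inactive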
# Target sequence (P32249 whole entry, looked up, the tested form may be a part): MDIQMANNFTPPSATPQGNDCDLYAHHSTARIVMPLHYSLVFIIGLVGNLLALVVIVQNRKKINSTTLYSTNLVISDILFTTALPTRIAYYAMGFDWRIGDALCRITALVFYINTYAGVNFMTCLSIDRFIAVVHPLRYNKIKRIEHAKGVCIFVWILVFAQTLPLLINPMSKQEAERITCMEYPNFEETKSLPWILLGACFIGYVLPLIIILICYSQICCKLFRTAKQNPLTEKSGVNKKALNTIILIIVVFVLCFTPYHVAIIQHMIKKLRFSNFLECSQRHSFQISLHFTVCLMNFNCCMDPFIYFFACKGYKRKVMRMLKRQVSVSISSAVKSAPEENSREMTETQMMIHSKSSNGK
# CXCR6 block: inhibitors of human CXCR6 receptor. O00574. CHO-K1 PathHunter CXCR6 beta-arrestin, luminescence. inhibition, % at 20 µM. 0.36% of 360,000 active. AID 602244; in the data active = inhibition above about 34%, passing the limit was not always enough;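 also: antagonist mode with CXCL16 agonist at 10 nM final; 0% = 10 nM CXCL16 with DMSO and 100% = unstimulated wells without agonist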
# * = called active by the depositor; nt = not tested or not shown.
# Values run as follows: APJ antagonist	Jurkat NFkB inh	Gli-Sufu block	697 NFkB inh	CCR6 antag	UBC13 inh	EBI2 block	CXCR6 block
> Cc1cccc(NC(=S)Nc2ccc(Br)cc2)c1
 : -5	24	4	20	21	1	21	6
> Cc1cc(C)cc(C(=O)NCCN2CCOCC2)c1
 : -14	0	21	0	-3	6	3	-2
> CC(C)(C)c1ccc(OCC(=O)NCc2ccco2)cc1
 : 2	-3	5	0	-5	-11	0	2
> COC(=O)CCCn1nc(NC(=O)COc2ccc(F)cc2)cc1C
 : -3	5	-5	-2	3	-9	-9	-8
> COc1cccc(N2C(=NC(=O)CCC3CCCC3)SC3CS(=O)(=O)CC32)c1 (centres undefined)
 : 1	-11	-8	-27	-8	-2	6	1
> Cc1ccc(NCc2nnc(SCCN3CCCCC3)n2CC2CCCO2)c(C)c1 (centres undefined)
 : -13	0	5	-46	19	-9	1	3
> CC(=O)Nc1ccc(Nc2cc(N3CCOCC3)c3nonc3c2[N+](=O)[O-])cc1
 : 23	-13	5	-10	16	-28	2	6
> Cc1cccc(S(=O)(=O)N(CC(=O)Nc2ccccc2C)Cc2ccco2)c1
 : 6	-1	-1	-12	3	-3	3	-4
> CCC1(c2ccccc2)NC(=O)N(CC(=O)N(C)Cc2ccccc2)C1=O (centres undefined)
 : -8	2	-3	9	9	-3	-3	0
> C[C@H](NC(=O)c1nc[nH]c1C(=O)N[C@@H](Cc1ccccc1)C(=O)OC(C)(C)C)C(=O)OC(C)(C)C
 : -65	-7	2	1	14	-4	-20	8
> CC(OC(=O)C1CC1)C(=O)Nc1cc(C(F)(F)F)ccc1Cl (centres undefined)
 : -6	4	4	19	-4	11	-6	5
> Cc1ccc(CNC(=O)c2ccc(NC(=O)C3=CSCCO3)cc2)cc1
 : 3	-2	0	1	-3	-6	11	-3
> O=C(Nc1ccc2c(c1)OCCO2)C1CCN(c2nnnn2-c2ccccc2)CC1
 : 5	2	4	21	14	4	3	-6
> Cn1c(=O)cc(SCC(=O)NCc2ccco2)c2ccccc21
 : 13	-4	-4	14	5	9	-1	-4
> CCNC(=O)NC(=O)CSc1ccc(S(=O)(=O)N2CCOCC2)cn1
 : 8	-29	0	8	-4	10	3	-1
> O=S(=O)(c1ccc(F)cc1)N1CCCC(c2nc(-c3ccc(F)cc3)no2)C1 (centres undefined)
 : 8	4	8	9	15	9	-6	-3
> Cc1ccc(OCC(=O)N/N=C/c2c[nH]c3ccccc23)c([N+](=O)[O-])c1
 : 14	1	-2	-4	7	6	3	4
> O=C(CCN1N=C(c2ccccc2)CCC1=O)NCC1COc2ccccc2O1 (centres undefined)
 : -7	-16	3	-17	9	-1	-9	8
> COc1ccc(C(NC(=O)CN2C(=O)NC3(CCc4ccccc43)C2=O)c2ccccc2)cc1 (centres undefined)
 : 6	12	nt	-6	11	2	-8	2
> Cc1ccc(SCC(=O)OCC(=O)NC(C)c2ccc(Br)cc2)cc1 (centres undefined)
 : 13	-5	-2	18	14	-4	12	1

# Other results
# Values run as follows: APJ antagonist	Jurkat NFkB inh	Gli-Sufu block	697 NFkB inh	CCR6 antag	UBC13 inh	EBI2 block	CXCR6 block
> Cc1[nH]c2ccccc2c1Cc1n[nH]c(=S)n1C
 : 8	-16	-12	-2	-3	-3	2	6
> O=C(NCc1nnc2c3ccccc3c(-c3ccccc3)nn12)c1ccccc1Cl
 : 3	-10	-3	-14	9	12	1	1
> COC(=O)C/C(N)=C(\C#N)C(=O)OC
 : 2	20	4	13	-11	4	7	1
> C=CCn1c(NCCOC)nc2c1c(=O)n(C)c(=O)n2C
 : 5	-4	2	19	5	-5	-4	-1
> CCc1ccc2nc(N(CCCN(C)C)C(=O)c3ccc(S(=O)(=O)N(C)C4CCCCC4)cc3)sc2c1
 : 22	-11	19	-8	10	48*	-6	4
> CN(C)/C=C/C(=O)c1ccc(-c2ccc(Cl)cc2Cl)o1
 : 6	-38	-57	-32	-8	0	15	-7
> CCOC(=O)C1CCCN(C(=O)c2cccc(S(=O)(=O)N(C)c3ccc(OC)cc3)c2)C1 (centres undefined)
 : 2	-6	-9	9	8	6	7	10
> CCN(CC)C(=O)CSc1nc(Cc2ccccc2)nc2ccccc12
 : -13	-11	6	7	30	15	9	0
> CCC(C)(C)NC(=O)CN(Cc1cccs1)C(=O)C(=O)Nc1ccc2c(c1)OCCO2
 : 9	-3	-19	-6	8	-5	9	0
> CCn1c(C)c(C(C)=O)cc(C#N)c1=O
 : 15	5	-5	1	10	1	-8	6
> Cc1ccc(S(=O)(=O)N[C@H](C(=O)NCC2CCC(C(=O)O)CC2)C(C)C)cc1 (some centres undefined)
 : -4	11	15	-5	-8	-5	-9	-2
> CC(C)c1nc2ccccc2c2nnc(SCC(=O)NCc3ccco3)n12
 : 19	8	0	-4	-5	21	1	-5
> O=C(COC(=O)COc1ccccc1)NCc1ccc2c(c1)OCO2
 : -7	6	7	4	-12	-13	-5	2
> COc1ccc(NC(=O)N2CCC(c3nc4ccccc4[nH]3)CC2)cc1
 : -1	-4	10	12	-18	-6	3	-5
> COc1ccc(N(CC(=O)NCc2ccc(F)cc2)C(=O)c2snc(C(N)=O)c2N)cc1OC
 : -10	8	-12	-3	2	18	-3	-13
> O=C(N[C@@H](c1ccccc1)[C@@H]1C[C@H]1C(=O)NCc1ccccn1)OCc1ccccc1
 : -7	-2	7	3	18	-3	1	6
> Cc1ccc(C(=O)OCC(=O)NC2CCCCC2)cc1S(=O)(=O)N1CCCCC1
 : -1	-7	3	14	1	7	5	10
> COc1ccc(C2(C(=O)Nc3c(C)n(C)n(-c4ccccc4)c3=O)CCCC2)cc1OC
 : 15	8	-2	1	12	-6	-1	-5
> CCOC(=O)N1CCC(N(CCN(C)C)C(=S)Nc2cccc(C)c2)CC1
 : 0	-5	13	2	3	-7	-1	-8
> CC(=O)c1cc2c(cc1N(C(=O)Cn1nnc3ccccc31)C(C(=O)NCCC(C)C)c1cccnc1)OCO2 (centres undefined)
 : 5	-7	7	5	-9	-8	-2	-2

# More entries
# Values run as follows: APJ antagonist	Jurkat NFkB inh	Gli-Sufu block	697 NFkB inh	CCR6 antag	UBC13 inh	EBI2 block	CXCR6 block
> Cc1ccc(S(=O)(=O)c2cccc(S(=O)(=O)N3CCOCC3)c2)cc1S(=O)(=O)N1CCOCC1
 : 9	-7	11	7	-2	6	-2	-3
> N#Cc1ccc(C(=O)NNC(=O)c2ccncc2)cc1
 : -6	-10	-7	-14	-2	2	-5	-3
> Cc1ccc(S(=O)(=O)N2CCC(C(=O)N[C@@H](C)C(=O)NCc3ccco3)CC2)cc1
 : -2	0	3	8	14	-12	-12	8
> COc1ccc(Cc2nnc(N/N=C(\C)c3ccccc3)[nH]c2=O)cc1OC
 : -16	-6	-2	16	10	-17	0	0
> CCC(=O)N1CCc2cc(S(=O)(=O)NC(Cc3ccccc3)C(=O)NC3CCCC3)ccc21 (centres undefined)
 : -5	-11	6	-7	0	-6	-8	1
> Cc1ccc(NC(=S)N2CCC(N(C)CC3CCCO3)CC2)cc1 (centres undefined)
 : -11	-10	19	19	4	-5	9	-1
> Cc1cccc(CSc2ccc(-c3cccs3)nn2)c1
 : 3	-53	-74	-28	7	1	3	-2
> CC(=O)N1CCN(C(=O)COc2ccc3oc4c(c3c2)CCCC4)CC1
 : 17	9	-8	9	4	2	5	-3
> COC(=O)CC/C(=N/Nc1ccc(Cl)c(Cl)c1)C(=O)OC
 : 6	-4	-11	-22	12	-8	26	3
> CCCCN(C(=O)C1CCCO1)c1c(N)n(CC(C)C)c(=O)[nH]c1=O (centres undefined)
 : 7	-9	-3	25	-3	6	-3	8
> COc1ccc(C(NC(=O)CNC(C)=O)C(=O)Nc2ccc(C(C)C)cc2)cc1 (centres undefined)
 : -4	-7	2	-48	0	5	0	-5
> Cc1ccc2nc(NC(=O)C3CCN(S(=O)(=O)c4cccs4)CC3)sc2c1
 : -5	17	5	-19	-6	-10	42	-2
> COc1ccccc1N1CCN(C(=O)CSc2nc(-c3ccccc3)cc(=O)[nH]2)CC1
 : -7	10	4	12	15	10	5	3
> NC(=S)N=Nc1c(O)n(Cc2ccccc2)c2ccccc12
 : 20	10	10	45*	38	42	-1	26
> COc1ccccc1OCCNC(=O)c1cccc(S(=O)(=O)N2CCN(C)CC2)c1
 : -6	-2	2	4	10	17	4	2
> CC(=O)c1c(C)[nH]c(C(=O)OCc2cccc(Cl)c2)c1C
 : 14	-4	-32	-59	12	8	1	-8
> O=C(O)c1ccc(N=Nc2c(-c3ccccc3)[nH]oc2=O)cc1
 : 38	-4	-13	-53	33	-14	2	17
> O=C(NCCc1cccs1)C(c1ccccc1)c1ccccc1
 : 3	2	7	11	12	-1	9	9
> O=C1C(=O)N(O)C2CCCCC2N1O (centres undefined)
 : -21	-2	2	8	17	-3	-29	-2
> COc1ccc(C(=O)N=c2sc3c(C)ccc(OC)c3n2C)cc1OC
 : -27	-59	-64	-105	10	31	12	6

# (next part)
# Values run as follows: APJ antagonist	Jurkat NFkB inh	Gli-Sufu block	697 NFkB inh	CCR6 antag	UBC13 inh	EBI2 block	CXCR6 block
> O=C(Oc1ccc(Cl)cc1)c1ccc2nccnc2c1
 : -3	-1	-6	-5	-3	-12	2	0
> CCC1(CC(C)C)SC(N)=NC1=O (centres undefined)
 : nt	nt	6	nt	6	nt	-4	-7
> Cc1ccc(C)c(OCC(=O)Nc2ccc(S(=O)(=O)Nc3ccccn3)cc2)c1C
 : -11	3	-4	20	3	8	-14	1
> Cc1cc(Cl)ccc1OCC(=O)NCCCn1ccnc1
 : -7	-5	-3	-25	-2	3	-12	7
> O=C(COc1ccc(Cl)cc1)Nc1ccccc1N1CCOCC1
 : 3	-2	nt	-7	nt	-8	nt	nt
> COc1ccc(NC(=O)c2nc[nH]c2C(=O)N(C)Cc2ccccc2)cc1
 : 19	-13	-16	5	-4	7	-4	11
> CC(C)C(=O)N1CCC2(CC1)Oc1ccc(F)cc1C(=O)C21CC(c2cccnc2)=NO1 (centres undefined)
 : 2	10	nt	22	nt	2	nt	nt
> C/C(=N\OC(=O)c1ccc(Cl)c(Cl)c1)c1sc(C)nc1C
 : -2	-1	-4	15	10	15	-7	-5

# Gathered by group: those above containing a Cl atom (9)
# Values run as follows: APJ antagonist	Jurkat NFkB inh	Gli-Sufu block	697 NFkB inh	CCR6 antag	UBC13 inh	EBI2 block	CXCR6 block
> CC(OC(=O)C1CC1)C(=O)Nc1cc(C(F)(F)F)ccc1Cl (centres undefined)
 : -6	4	4	19	-4	11	-6	5
> O=C(NCc1nnc2c3ccccc3c(-c3ccccc3)nn12)c1ccccc1Cl
 : 3	-10	-3	-14	9	12	1	1
> CN(C)/C=C/C(=O)c1ccc(-c2ccc(Cl)cc2Cl)o1
 : 6	-38	-57	-32	-8	0	15	-7
> COC(=O)CC/C(=N/Nc1ccc(Cl)c(Cl)c1)C(=O)OC
 : 6	-4	-11	-22	12	-8	26	3
> CC(=O)c1c(C)[nH]c(C(=O)OCc2cccc(Cl)c2)c1C
 : 14	-4	-32	-59	12	8	1	-8
> O=C(Oc1ccc(Cl)cc1)c1ccc2nccnc2c1
 : -3	-1	-6	-5	-3	-12	2	0
> Cc1cc(Cl)ccc1OCC(=O)NCCCn1ccnc1
 : -7	-5	-3	-25	-2	3	-12	7
> O=C(COc1ccc(Cl)cc1)Nc1ccccc1N1CCOCC1
 : 3	-2	nt	-7	nt	-8	nt	nt
> C/C(=N\OC(=O)c1ccc(Cl)c(Cl)c1)c1sc(C)nc1C
 : -2	-1	-4	15	10	15	-7	-5
